Screening data (PubChem)
ZTA counter = ZTA (EBV) inhibition in EBNA-1 counter-screen; ZTA-DNA binding, fluorescence polarization; AID 2234; P03206; 0.15% of 320,000 active; inhibition, % at 11 µM; in the data active = inhibition above about 33%
Fam108B counter = Fam108B inhibition, counter-screen for RBBP9 inhibitors | recombinant Fam108B, FP-Rh probe fluorescence polarization | inhibition, % at 9.51 µM | 0.33% of 300,000 active | AID 1947;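 active = inhibition above the screen mean inhibition plus 3 SD, computed separately per campaign, cut at about 18% in these data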;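 note: inhibitors lower polarization as less probe binds the enzyme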
MCL1-BIM inh = inhibitors of human MCL1 binding to BIM-BH3 peptide; GST-MCL1 / FITC-Bim-BH3 fluorescence polarization; Q07820; 0.68% of 320,000 active; inhibition, % at 10.9 µM;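 active = inhibition above the mean inhibition of all tested compounds plus 3 SD, set per campaign, cut at about 40% in these data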;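 note: 0% = DMSO wells and 100% = unlabeled Bim-BH3 peptide control; higher means more loss of mP so more displacement of Bim peptide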
Target sequence (Q07820 whole entry, looked up): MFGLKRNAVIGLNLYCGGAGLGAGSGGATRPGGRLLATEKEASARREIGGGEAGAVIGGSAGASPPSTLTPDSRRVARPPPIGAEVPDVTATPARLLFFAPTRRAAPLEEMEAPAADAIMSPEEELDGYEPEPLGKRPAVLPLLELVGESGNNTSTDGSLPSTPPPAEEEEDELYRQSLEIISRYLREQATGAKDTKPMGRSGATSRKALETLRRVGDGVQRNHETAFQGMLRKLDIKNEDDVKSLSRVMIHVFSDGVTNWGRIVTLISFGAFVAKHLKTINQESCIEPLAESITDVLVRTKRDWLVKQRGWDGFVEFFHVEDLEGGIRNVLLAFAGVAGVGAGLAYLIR
Efflux pump inh = inhibitors of Candida antifungal efflux pumps expressed in yeast. inhibition, % at 10 µM. S. cerevisiae Candida pump triplex, Nile Red efflux. AID 485275. 0.44% of 330,000 active;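 active = plate passing quality check with inhibition over a set limit, or well fluorescence over plate mean plus 4 SD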;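 note: Nile Red retained in pooled yeast measured as flow cytometry median fluorescence; 0% = buffer negative control and 100% = Enniatin B positive control; higher means more Nile Red kept so more efflux inhibition; some compounds called inactive have numbers as strong as hits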
GLD-1 RNA inh = GLD-1-TGE RNA interaction inhibition (C. elegans); AID 2280; Q17339; 0.44% of 320,000 active; inhibition, % at 5.96 µM; purified GLD-1 + fluorescein TGE RNA, fluorescence polarization;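 active = percent inhibition above a per-plate cutoff, the plate mean of test compounds plus 3 SD, cut at about 30% in these data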;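 note: 0% = DMSO wells with GLD-1 and probe and 100% = wells lacking GLD-1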
Target sequence (Q17339 whole entry, looked up): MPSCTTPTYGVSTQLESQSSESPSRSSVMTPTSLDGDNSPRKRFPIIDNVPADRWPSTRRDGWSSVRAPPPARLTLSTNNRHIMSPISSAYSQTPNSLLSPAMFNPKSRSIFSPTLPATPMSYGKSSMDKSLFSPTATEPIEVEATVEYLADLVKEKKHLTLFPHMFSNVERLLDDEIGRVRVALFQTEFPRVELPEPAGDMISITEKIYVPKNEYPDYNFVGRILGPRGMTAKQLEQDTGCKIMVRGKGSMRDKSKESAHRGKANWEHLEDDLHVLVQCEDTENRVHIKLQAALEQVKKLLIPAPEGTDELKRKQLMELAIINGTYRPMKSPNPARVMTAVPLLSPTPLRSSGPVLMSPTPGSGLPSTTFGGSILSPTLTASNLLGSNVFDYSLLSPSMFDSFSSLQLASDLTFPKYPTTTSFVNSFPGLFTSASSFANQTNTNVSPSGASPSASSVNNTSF
MEX-5 binding = C. elegans MEX-5 TCR-2 RNA binding activity; 0.38% of 300,000 active; MEX-5/FITC-TCR2 RNA binding, fluorescence polarization; stronger effect = lower value; Q9XUB2; activity score (negative = inhibition of binding), % at 10 µM;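 active = inhibition past about -25% in most replicates, and total fluorescence under double the plate's negative control median, limit read from the data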;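 note: 0% = DMSO and -100% = 5 µM competing unlabeled TCR2 RNA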
Bcl-xL primary = blocks human Bcl-xL binding to Bim BH3 peptide; 0.7% of 320,000 active; Q07817; inhibition, % at 10.9 µM; GST-Bcl-xL / FITC-Bim BH3 peptide fluorescence polarization;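 active = inhibition above the mean of all tested compounds plus 3 SD, cutoff set per campaign, cut at about 30% in these data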;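 note: 0% = DMSO wells and 100% = unlabeled Bim-BH3 peptide competitor; inhibitors lower millipolarization by displacing the labeled peptide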
Yeast superoxide = lowers age-related superoxide in aged yeast cells; S. cerevisiae aged cells, superoxide DHE fluorescence; stronger effect = lower value; superoxide response (% of plate mean), % at 10 µM; 0.18% of 330,000 active; AID 2690;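 active = superoxide response under a set limit, about three screen SD below normal, cut at about 65% in these data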;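 note: yeast aged for seven days with compound at 30 °C before DHE staining; 100% = average MFI of all compound-treated wells on the plate with controls excluded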
EBNA-1 inh = blocks EBNA-1 binding to DNA; EBNA-1 DNA binding, fluorescence polarization; inhibition, % at 14.8 µM; 0.34% of 300,000 active; AID 1950; in the data active = inhibition above about 28%
The depositor's hits bear a star; . = not tested or not shown.

SMILES	ZTA counter	Fam108B counter	MCL1-BIM inh	Efflux pump inh	GLD-1 RNA inh	MEX-5 binding	Bcl-xL primary	Yeast superoxide	EBNA-1 inh
CC(C)c1onc(C(=O)N2CCN(C(c3ccccc3)c3ccccc3)CC2)c1[N+](=O)[O-]	3	-6	0	0.1	1	-0.1	1	114	-3
O=C(NCC1CCCCC1)c1cc(Br)ccc1Cl	-4	1	-1	-0.1	-1	2.8	6	106	2
CCOc1ccccc1NC(=O)COC(=O)Cc1ccc(-c2ccccc2)cc1	8	-6	0	0.1	2	2.5	1	87	3
O=C(NOC(=O)c1ccccc1)c1ccccc1	-9	3	0	0.3	-4	0.7	7	89	-7
CC(C)(C)c1ccccc1NC(=O)CN1C(=O)NC2(CCCCCC2)C1=O	-1	.	-8	-0.1	-4	.	-4	105	.
Cc1c(NS(=O)(=O)c2ccc([N+](=O)[O-])cc2)c(=O)n(-c2ccccc2)n1C	-4	-1	5	0.1	2	0.3	5	94	-7
CC(NS(=O)(=O)c1ccccc1)C1COc2ccccc2O1 (stereo not given)	11	2	8	-0.2	0	1.7	8	85	5
Cc1ccc(C(C(=O)NC2CCCC2)N(Cc2ccco2)C(=O)CCC(=O)Nc2ccccn2)cc1 (stereo not given)	5	11	1	0.0	-3	4.5	2	103	7
O=C(CN1CCCC1)Nc1nc(-c2ccc3c(c2)CCN3C(=O)c2ccccc2F)cs1	-23	0	-4	0.1	1	0.2	0	97	5
CC1=NC(=O)C(N=Nc2ccccc2)N1c1ccccc1 (stereo not given)	3	-4	5	0.0	5	0.0	4	109	5
Cc1cc(N2C(=O)C(O)=C(C(=O)c3ccc(C)o3)C2c2ccc([N+](=O)[O-])cc2)no1 (stereo not given)	14	-1	-3	0.0	-5	-0.1	5	125	0
COc1ccc2nc(NNC(=O)C3COc4ccccc4O3)sc2c1 (stereo not given)	13	-1	-1	0.1	-1	2.3	1	110	7
CCn1c(O)c(/C=N/N=C/c2ccccc2)c2ccc(C3=NNC(=O)CC3)cc21	2	12	90*	0.0	-30	-12	49*	88	5
Cc1csc(=O)n1CCC(=O)OCC(=O)NCc1ccc(Cl)cc1Cl	-7	2	-4	0.0	4	-0.8	-3	99	-2
CCNc1nc(Oc2ccc(=O)n(-c3ccccc3)n2)nc(N(C)C)n1	-9	0	5	0.2	3	-0.7	1	102	-13
COc1cccc(-n2nc(C(=O)N3CC(C)CC(C)C3)c3ccccc3c2=O)c1 (stereo not given)	-10	-1	2	0.1	1	.	1	88	3
CC(C)(C)NC(=O)CSCc1c(Cl)cccc1Cl	-5	1	2	0.2	7	-0.6	-3	99	-1
O=C(NCC1CCCO1)C(c1cccs1)N(Cc1ccccc1)C(=O)c1ccc(-c2ccccc2)[nH]1 (stereo not given)	-16	-2	-5	-0.1	10	2.2	5	96	7
Cc1ccc(Nc2nc(C)c(CCC(C)C)c(=O)[nH]2)cc1	-5	-3	0	0.2	-1	-0.7	2	119	-13
NC(=O)c1ccsc1NC(=O)CCS(=O)(=O)c1ccc(F)cc1	13	-1	1	-0.1	2	0.7	5	95	3
COC(=O)CSc1nnc(CNC(=O)c2ccccc2OC)n1C	-8	5	7	-0.1	2	1.5	6	78	14
Cc1cc(C)c2cc(C#N)c(NCCNC(=S)NCCCN3CCOCC3)nc2c1	1	-2	0	0.2	-2	-2.3	4	104	-5
COc1ccc2nc(NC(=O)CN(c3ccc(C)cc3)S(=O)(=O)c3c(C)nn(C)c3C)sc2c1	-7	-11	3	-0.1	13	-2.8	1	88	1
c1ccc(Cc2nnc(N3CCCCC3)c3ccccc23)cc1	-2	2	-7	0.1	-10	-1.4	-4	103	-11
Cc1ccc(Cc2cnc(N)s2)o1	-24	10	19	-0.1	5	-0.5	10	81	-1
CCCCc1cc(C)c(S(=O)(=O)c2ccccc2C)c(=O)[nH]1	3	0	2	-0.1	-3	0.2	4	109	-3
Fc1ccccc1CNc1nc(-c2cccnc2)nc2ccccc12	4	-3	-22	0.0	-9	-6.3	0	98	9
COc1cccc(CN2CCN(Cc3nc(-c4cccc(F)c4F)oc3C)CC2=O)c1	-11	2	4	-0.2	6	3.0	6	77	5
Cc1occc(=O)c1O	1	-1	7	-0.1	-6	-1.9	0	101	-5
O=C(O)c1ccc(CSc2nc3ccc(NC(=O)c4ccccc4C(=O)O)cc3s2)cc1	6	-1	4	0.0	-1	-0.7	1	99	-20
Cn1cc(/C=C(\C#N)C(=O)Nc2ncc(Cc3ccc(Cl)cc3)s2)c2ccccc21	2	-7	4	-0.2	-6	-18	2	102	-2
O=C(Nn1cnnc1)c1ccccc1Cl	-2	6	-4	-0.7	-5	2.2	2	96	6
Cc1ccc(C)c2[nH]c(=O)c(CCNC(=O)CCc3ccccc3)cc12	-6	0	1	-0.1	8	1.0	5	106	-3
CC(OC(=O)Cn1c(C(F)(F)F)nc2ccccc21)C(=O)N1CCCc2ccccc21 (stereo not given)	-6	5	-3	0.1	-4	.	1	98	-9
CCCCNC1C(CC)C(CCC)C(C#N)(C#N)C1(C#N)C#N (stereo not given)	6	2	8	-0.2	8	2.2	8	97	10
O=C(CSc1nnc(NC(=O)c2c(F)cccc2Cl)s1)Nc1ccccc1F	10	-5	11	0.1	7	-3.1	5	125	3
COCCCNCCCCOc1ccc(Br)cc1C	-2	4	6	-0.3	2	0.8	4	83	-8
CCN(CC)S(=O)(=O)c1ccc(C(=O)N(c2ccccc2)C2C=CS(=O)(=O)C2)cc1 (stereo not given)	-2	1	-9	0.0	-3	0.5	2	108	0
COc1ccc2c(c1)C(C)=CC(C)(C)N2S(=O)(=O)c1ccc(NC(C)=O)cc1	-7	-5	-10	0.4	7	-2.9	-3	97	2
CCOC(=O)c1c(NC(=S)Nc2ccc(Cl)cc2)sc2c1CCN(C)C2	10	0	-41	0.1	-138	.	-22	83	-2
COc1ccc2c(c1)O/C(=C\c1sccc1C)C2=O	4	-3	-5	0.0	3	-1.5	3	84	5
COCCCn1c(SCc2ccc(OC)cc2)nc2cc(OC)c(OC)cc2c1=N	22	9	9	0.0	4	-1.1	3	98	2
CCOC(=O)Cc1csc(NC(=O)CSc2nnc(C3CC3)n2C)n1	1	-2	-6	-0.1	10	1.0	1	96	2
C/C(Cl)=C\CSc1nnc2n(N)c(=O)c3ccccc3n12	4	-2	4	-0.1	5	3.2	3	92	8
C=CCN(CC=C)S(=O)(=O)c1ccc2nc(NC(=O)C(C)C)sc2c1	-28	1	9	-0.1	2	.	0	98	-8
COc1cccc(C2/C(=C(\O)c3ccc4c(c3)OCCO4)C(=O)C(=O)N2c2nnc(C)s2)c1 (stereo not given)	5	-1	-2	0.0	8	.	3	105	-11
CCOC(=O)C1CCN(S(=O)(=O)c2cccc3nonc23)CC1	-15	0	2	-0.1	0	-1.0	6	92	3
CCOc1ccc(CCNC(=O)C2CCN(S(=O)(=O)c3ccc(C)cc3)CC2)cc1OCC	-11	-3	-6	0.0	9	0.7	-8	93	0
O=C(CCCN1C(=O)c2ccccc2C1=O)NCCCN1CCOCC1	2	-2	0	0.0	0	2.4	4	113	10
Cn1cc([N+](=O)[O-])cc1-c1nc2ccccc2n1C	6	7	-1	0.0	7	1.8	2	100	6

Additional structures.
SMILES	ZTA counter	Fam108B counter	MCL1-BIM inh	Efflux pump inh	GLD-1 RNA inh	MEX-5 binding	Bcl-xL primary	Yeast superoxide	EBNA-1 inh
CCOC(=O)C1=C(CSCC(=O)OC)NC(=O)NC1c1cc(C)ccc1C (stereo not given)	-15	3	1	0.1	3	-0.8	1	91	-7
Cc1nc2ccccn2c1C(=O)NN=C1CCN(C)CC1	-12	1	13	-0.1	-5	0.5	2	99	-8
O=C(CCOc1ccccc1)OCC(=O)c1cc2ccccc2o1	-7	2	-12	0.2	2	2.5	-3	99	0
COc1ccc(C(C)=O)cc1CSCCC(=O)O	14	2	1	0.1	3	0.9	6	108	-9
COCCCN1C(=O)C2C(C(=O)Nc3cccc(Cl)c3)C3C=CC2(O3)C1C(=O)NC1CCCCC1 (stereo not given)	10	-1	2	-0.2	-7	0.3	3	94	6
COc1ccc(/C(N)=N/OC(=O)c2ccc3c(c2)OCO3)cc1OC	-14	-3	6	-0.1	-2	-1.2	6	93	-6
Cc1ccc(Nc2nnc(SCc3cc(=O)n4ccsc4n3)s2)c(C)c1	-17	3	11	0.2	-4	-3.9	13	96	6
COc1cc(OC)cc(N(C(=O)CNC(=O)c2cccs2)C(C(=O)NCC2CCCO2)c2ccccc2)c1 (stereo not given)	-8	2	-5	0.2	0	0.2	2	102	-5
Cc1cc(NC(=O)c2ccc(Br)c([N+](=O)[O-])c2)no1	-4	-1	-3	0.0	2	-1.0	0	108	-2
Cc1ccc(-c2noc(CCCc3ccccc3)n2)cc1	-6	5	-7	-0.2	-6	1.1	6	94	-6
O=C(COc1ccc(S(=O)(=O)N2CCCCC2)cc1Cl)N1CCOCC1	-7	2	3	-0.1	7	1.5	-1	100	-2
CCC(C(=O)OCC(=O)N(C)c1c(N)n(Cc2ccccc2)c(=O)[nH]c1=O)c1ccccc1 (stereo not given)	-19	-4	0	0.0	5	0.0	3	107	-10
Cc1ccc(NC(=O)CNC(=O)c2ccco2)cc1Cl	-20	-3	14	0.0	6	0.6	4	111	-5
CNC(=O)/C(=C\c1cccc(Oc2ccccc2)c1)NC(=O)c1ccccc1	6	-11	0	0.0	-2	2.2	4	79	-5
CCCCC(=O)Nc1ccc(NC(=S)NC(=O)CC(C)C)cc1OC	14	0	16	-0.1	4	-1.2	2	97	5
